BRCA1 expr up: activators of BRCA1 expression | Potency, µM (top dose mostly 46.1 µM), for the others: top-dose activation, usual class: activators | MCF7-BRCA1-FFLuc reporter, luminescence, 48 h; response scale: scaled: vehicle 0%, 10 µM genistein 100% | 380,000 tested, 1.1% active | AID 624202; note: potency is the fitted concentration of half-maximal effect; nearly all actives have a fitted effect of over 80% in size; some results filed as inactive show a strong effect at the top dose
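MCF7-BRCA1-FFLuc, 2000 cells/well; 2 h attach, 37 °C/5% CO2; compound 48 h; luciferase substrate 15 min; luminescence end-point. Norm. to genistein 10 microM max activation and DMSO; concentration-response curves fitted.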
TRPV1 ag: human TRPV1 agonism. Q8NER1. TRPV1-expressing cells, Fluo-8 calcium influx, agonist mode. activation, % at 8.33 µM. 320,000 tested, 0.19% active; in the data active = activation above about 80%; inconclusive = between about 30% and that limit; note: 0% is about no effect
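Fluo-8 calcium influx in TRPV1-expressing cells, kinetic read (ex 480/em 520 nm). Compound added and read 3 min for agonist activity, followed by capsaicin at EC20 final and 2 min further read for enhancement.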
ELG1 genotox: induces genotoxicity in HEK293T cells with luciferase-tagged ELG1; HEK293T ELG1-luciferase reporter, luminescence, 16 h; 330,000 tested, 1.3% active; Potency, µM (titrated, usually from 46 µM), for the others: at the highest dose activity change, positive = activation, usual class: activators; AID 504466; note: potency is the fitted concentration of half-maximal effect; % of control where 0% means no effect; nearly all actives have a fitted effect of over 60% in size
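HEK293T cells expressing luciferase-tagged ELG1 were treated with compound or DMSO for 16 hr at 37°C. Luciferase activity was then read after 30 min with ONE-Glo at room temperature; rising signal flags genetic stress.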
TSG101-PTAP inh: blocks PTAP/TSG101 interaction to inhibit HIV-1 budding | Q99816 | Fluorescence polarization, FITC-PTAP peptide / Tsg101 binding | Potency, µM (highest dose often 115 µM), for the others: top-dose activity change, negative = inhibition, usual class: inhibitors | 340,000 tested, under 10 active | AID 493005; active = well fitted inhibition curve with a large enough effect in the main read-out, with a control signal flat, not every such curve was filed as active; inconclusive = small, poorly fitted or top-dose-only effect, or effect the other way, or a change in a side signal; inactive = no such curve, though single readings can be large or run the other way; note: potency is the fitted concentration of half-maximal effect; % of control where 0% means no effect
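Fluorescence anisotropy tracks displacement of a FITC-tagged PTAP peptide (50 nM) from the Tsg101 binding domain (10 uM), following a 20 min room-temperature incubation at pH 7.5.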
B2AR arrestin: recruits beta-arrestin to the human beta2-adrenergic receptor. P07550. beta-arrestin recruitment to beta2AR, cell-based reporter. Potency, µM (titrated, usually from 46.1 µM), for inactives: at the top dose activation, actives largely listed as activators. 330,000 tested, 0.02% active;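 note: potency is the fitted concentration of half-maximal effect; 0% = DMSO controls and full agonism = EC100 isoproterenol or metaproterenol; nearly all actives have a fitted effect of over 65% in size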
Target sequence (P07550 whole entry, looked up): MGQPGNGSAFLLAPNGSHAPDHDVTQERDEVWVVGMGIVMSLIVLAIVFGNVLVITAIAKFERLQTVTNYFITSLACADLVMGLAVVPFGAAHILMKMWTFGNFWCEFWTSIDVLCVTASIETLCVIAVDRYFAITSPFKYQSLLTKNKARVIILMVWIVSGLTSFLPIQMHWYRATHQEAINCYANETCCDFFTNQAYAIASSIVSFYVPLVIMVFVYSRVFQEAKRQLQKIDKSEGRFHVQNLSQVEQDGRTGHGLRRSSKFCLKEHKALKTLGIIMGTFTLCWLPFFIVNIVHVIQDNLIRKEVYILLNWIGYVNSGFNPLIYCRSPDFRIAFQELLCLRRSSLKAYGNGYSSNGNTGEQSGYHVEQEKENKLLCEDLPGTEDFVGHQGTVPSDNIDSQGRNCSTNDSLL
a7 integrin act: activates integrin-mediated alleviation for muscular dystrophy; alpha7betagal myoblasts, beta-gal FDG fluorescence, 48 h; Potency, µM (doses to about 38.3 µM), for inactives: at the top dose activation, hits mostly activators; 350,000 tested, 0.064% active;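 note: potency is the fitted concentration of half-maximal effect; 100% = response of the positive control SU9516; nearly all actives have a fitted effect of over 60% in size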
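Alpha7betagal+/- myoblasts (passage 13) were plated 16-24 hr, then exposed to compounds (1:260 dilution of DMSO stock) for 48 hours at 37C. After MPER lysis, β-galactosidase reporter activity was read as FDG fluorescence (ex 480/em 540) after 30 minutes.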
p53 reactivator: restores transcriptional activity of mutant p53. H1299 p53-A138V BP100-luciferase reporter, luminescence, 24 h. Potency, µM (doses to about 92.2 µM), inactives show at the highest dose activity change, positive = activation, most hits filed as activators. 320,000 tested, 0.063% active. AID 504706; note: potency is the fitted concentration of half-maximal effect; % of control where 0% means no effect; nearly all actives have a fitted effect of over 45% in size
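H1299 (p53-null), stable ts p53-A138V + BP100-Luc; 1000 cells/well, Opti-MEM/10% FBS; cpd 4 pt, 1:5; 24 h, 37 deg C, 5% CO2; detection reagent 10 min RT; luminescence.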
Eya2 inh: Eya2 (human) phosphatase inhibition; O00167; 330,000 tested, 0.006% active; AID 488837; Potency, µM (highest dose often 76.9 µM), inactives show top-dose activity, negative = inhibition, most hits filed as inhibitors; recombinant Eya2, OMFP fluorescence dephosphorylation (OMFP is methylfluorescein phosphate); note: potency is the fitted concentration of half-maximal effect; % is set by controls: 0 for no effect and ±100 for the full control effect
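Eya2 protein (added as 0.2 uM solution) was preincubated with compound for 10 min at ambient temperature in 50 mM HEPES pH 7.5, 50 mM NaCl, 5 uM MgCl2, 0.05% BSA, 1 mM DTT. OMFP (added at 50 uM) then reacted 10 min; fluorescence read at 485/525 nm.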
uPA generation: cell surface uPA generation inhibition | cell surface uPA generation assay, qHTS | Potency, µM (doses to about 38.3 µM), inactives show top-dose activity change, negative = inhibition, actives largely listed as inhibitors | 330,000 tested, 0.31% active | AID 540303; active = well fitted inhibition curve with a large enough effect; inconclusive = small, poorly fitted or top-dose-only effect; inactive = no such curve, though single readings can be large or run the other way; tested in mouse RAW 264.7 cells; note: potency is the fitted concentration of half-maximal effect; % is set by controls: 0 for no effect and ±100 for the full control effect; nearly all actives have a fitted effect of over 55% in size
USP2a inh: USP2a (human) protease inhibition. O75604. USP2 core, Ub-CHOP2 coupled fluorogenic reporter, 485/531. Potency, µM (top dose mostly 38.3 µM), for the others: at the top dose activity change, negative = inhibition, actives largely listed as inhibitors. 330,000 tested, 0.01% active. AID 463254;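 note: potency is the fitted concentration of half-maximal effect; plate controls were DMSO wells for no effect and full inhibition by NEM control for full effect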
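Cell-free coupled assay: 10nM USP2 core preincubated 30min RT with compound in Tris-HCl pH 8.0/CaCl2/CHAPS buffer, then 25nM Ub-CHOP2 and 25nM reporter substrate; fluorescence (Ex 485/Em 531) read after 60min RT, normalized to NEM inhibition, concentration-response curves fitted.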
ASM inhibitor: human S-ASM enzyme inhibition; P17405; placental ASM, HMU-PC fluorogenic substrate, 60 min; AID 504937; 340,000 tested, 0.006% active; Potency, µM (titrated, usually from 57.5 µM), inactives show at the top dose activity change, negative = inhibition, usual class: inhibitors; note: potency is the fitted concentration of half-maximal effect
Target sequence (P17405 47-631 limits assumed): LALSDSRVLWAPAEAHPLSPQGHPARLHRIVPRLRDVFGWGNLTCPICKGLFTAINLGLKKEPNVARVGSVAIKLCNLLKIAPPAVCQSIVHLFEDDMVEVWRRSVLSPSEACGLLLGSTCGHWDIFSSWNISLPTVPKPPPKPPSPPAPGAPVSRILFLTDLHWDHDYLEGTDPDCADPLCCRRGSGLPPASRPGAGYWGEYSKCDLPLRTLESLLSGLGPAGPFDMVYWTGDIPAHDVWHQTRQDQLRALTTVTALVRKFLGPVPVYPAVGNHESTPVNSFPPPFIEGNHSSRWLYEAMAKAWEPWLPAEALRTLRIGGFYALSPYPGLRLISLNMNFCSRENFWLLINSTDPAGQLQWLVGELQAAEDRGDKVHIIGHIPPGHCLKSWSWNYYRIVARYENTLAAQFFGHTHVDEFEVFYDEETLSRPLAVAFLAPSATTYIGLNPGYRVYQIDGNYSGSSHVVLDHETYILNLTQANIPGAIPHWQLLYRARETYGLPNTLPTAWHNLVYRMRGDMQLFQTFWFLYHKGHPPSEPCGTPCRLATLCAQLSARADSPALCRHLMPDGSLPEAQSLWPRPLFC
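Steps: dispense placental human ASM, pin compound, wait 10 min at room temperature, add HMU-PC0 substrate at 9 uM final, incubate 60 min at 37 °C, add stop solution raising pH to 10, read fluorescence.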
Numbers without * were called inactive; ? = inconclusive; . = not tested or not shown; [ ] = dose if it differs, or a comment. Unless noted, calls come from the whole dose curve; as a rule, active = well fitted curve in the direction sought with a large enough effect; inconclusive = small, poorly fitted or top-dose-only effect, or another doubt; inactive = no such curve, though single readings can be large; an effect the other way counts as inactive or inconclusive.

SMILES	BRCA1 expr up	TRPV1 ag	ELG1 genotox	TSG101-PTAP inh	B2AR arrestin	a7 integrin act	p53 reactivator	Eya2 inh	uPA generation	USP2a inh	ASM inhibitor
Cc1cccc(N=Nc2c(C)[nH]n(C(N)=S)c2=O)c1C	.	-1	?	.	?	.	4%	3%	.	4%	.
NS(=O)(=O)c1ccc(CCNC(=O)c2cc(-c3ccccc3)nc3ccccc23)cc1	-3%	?	-9%	-10%	-0.9%	-6%	-3%	3%	-3%	1%	-2%
COc1ccc(S(=O)(=O)N2c3ccccc3OCC2CC(=O)O)cc1 (stereo unspecified)	-62%	-2	-3%	-3%	-0.7%	-7%	?	-7%	-2%	3%	13%
O=C(Nc1nc2c(s1)CN(Cc1ccccc1)CC2)C1CCCC1	73%	5	4%	1%	0.3%	-6%	8%	-2%	2%	3%	243%[activator]
CN(C)c1ccc(C2SCCN2C(=O)c2ccc([N+](=O)[O-])cc2)cc1 (stereo unspecified)	1%	1	-1%	0%	0.4%	-24%	3%	-3%	-2%	0%	-4%
C#CCN(N(C)c1ncc(C(F)(F)F)cc1Cl)S(=O)(=O)c1ccc2ccccc2c1	-30%	-1	-3%	-9%	-0.2%	-8%	-4%	-2%	11%	4%	-7%
O=C(COC(=O)C(Cc1ccccc1)NC(=O)c1ccc(Cl)cc1)c1ccc(Cl)cc1 (stereo unspecified)	22%	-3	0%	-5%	-0.3%	1%	7%	-2%	10%	4%	-4%
CCSc1nnc(Cn2c(=O)sc3ccccc32)n1-c1ccccc1C	0%	1	0%	-1%	-0.9%	18%	-3%	1%	3%	0%	4%
CCCCc1ccc(S(=O)(=O)NC2CCS(=O)(=O)C2)cc1 (stereo unspecified)	-24%	10	4%	-4%	0.3%	-7%	-3%	10%	6%	-1%	-2%
CC(C(=O)Nc1cccc([N+](=O)[O-])c1)n1nnc2ccccc21 (stereo unspecified)	-2%	0	-1%	-7%	-0.2%	0%	-2%	-6%	6%	0%	-4%
O=C(c1ccccc1F)N1CCOCC1	-1%	-1	1%	1%	-0.4%	-2%	4%	16%	2%	3%	4%
CC(=O)c1cccc(NS(=O)(=O)c2cc(-c3cnc(C4CC4)o3)ccc2C)c1	-47%	3	1%	-4%	0.3%	-51%[inhibitor]	2%	?	1%	1%	-1%
O=C(O)c1ccccc1-c1ccc(/C=c2\sc3nc4cc(Br)cnc4n3c2=O)o1	-2%	3	2%	?	0.4%	-31%	-6%	24%	3%	-3%	-11%
Cc1ccc(C(=O)COC(=O)c2cn(-c3ccccc3)nc2-c2ccccc2)cc1[N+](=O)[O-]	-21%	2	-2%	1%	-0.6%	-17%	-1%	5%	-1%	4%	-1%
COc1ccc(CCNC(=O)c2ccccc2NS(=O)(=O)c2c(F)cccc2F)cc1	-34%	-3	-7%	-6%	-0.1%	11%	6%	?	10%	-2%	-2%
CCO[C@H]1OC(C(=O)N2CCOCC2)=C[C@@H](c2coc3ccccc3c2=O)[C@@H]1CCCO	-7%	3	-1%	-4%	-0.3%	8%	-4%	-11%	-5%	0%	2%
COc1ccc(C(CNC(=O)c2cc3ccccc3cc2O)N2CCOCC2)cc1 (stereo unspecified)	-13%	?	-13%	0%	-0.2%	14%	-5%	-3%	-5%	0%	28%
CC1(c2ccccc2)NC(=O)N(CC(=O)NCCC2=CCCCC2)C1=O (stereo unspecified)	-7%	?	-3%	2%	-0.3%	-20%	-9%	0%	7%	0%	0%
Cc1cccc(OC(C)C(=O)Nc2ccccc2C(=O)N2CCCCC2)c1 (stereo unspecified)	0%	?	-14%	-1%	-0.3%	22%	-2%	0%	3%	-3%	4%
c1ccc(C[C@H]2CN=C(Nc3ccccc3)N2CCCC2CCCCC2)cc1	-25%	.	0%	0%	0.1%	-32%	-1%	8%	4%	5%	-4%
C=CCOc1cccc(C(=O)N2CCCC(Nc3ccc4c(c3)OCCO4)C2)c1 (stereo unspecified)	-18%	?	-7%	-2%	-0.4%	-1%	20%	0%	10%	0%	1%
CCOC(=O)C1=C(C)NC(=S)NC1/C=C/c1ccccc1 (stereo unspecified)	-29%	0	5%	4%	-0.1%	8%	-10%	6%	2%	1%	-7%
CC(NC(=O)c1ccc(F)cc1)c1ccccc1 (stereo unspecified)	-1%	14	1%	-6%	0.4%	-7%	4%	-3%	0%	-2%	0%
COc1ccc(OC)c(NC(=O)Nc2cc(C(=O)O)ccc2C)c1	1%	1	1%	-7%	0.5%	7%	-3%	-6%	0%	1%	2%
COCCCNC(=O)c1c(N)n(-c2ccc3c(c2)OCO3)c2nc3ccccc3nc12	-32%	1	4%	-1%	0.1%	?	-2%	2%	0%	0%	.
Cc1cccc(OCC(=O)N(Cc2ccc(N(C)C)cc2)C2CCS(=O)(=O)C2)c1 (stereo unspecified)	15%	8	-1%	1%	0.5%	30%	4%	-2%	0%	0%	1%
COc1ccc(N2CCN(C(=O)CCCN3C(=O)c4cccc5cccc(c45)C3=O)CC2)cc1	-28%	4	-13%	-9%	-1.0%	-27%	-1%	6%	.	0%	-22%
COc1ccc(CCN=C(N)NS(=O)(=O)c2ccccc2)cc1	8%	13	1%	-6%	-0.8%	0%	-10%	-3%	-6%	3%	3%
COc1ccc(NC(=O)C(C)Sc2nnc3c4c(nc(-c5ccc(OC)cc5)n23)CC(C)(C)OC4)cc1 (stereo unspecified)	-9%	1	0%	0%	-0.3%	3%	-5%	-1%	-10%	3%	-6%
Cc1nc(N/N=C/c2ccccn2)sc1C	-96%	14	0.13µM*	1%	-0.5%	-35%	-3%	7%	-13%	-3%	-2%
CNC(=O)C(=O)NCC1OCCCN1S(=O)(=O)c1cccs1 (stereo unspecified)	-3%	-3	4%	0%	0.1%	-4%	-3%	8%	-5%	-1%	3%
O=C(Cn1ncc2c(=O)oc3ccccc3c21)N1CCN(C(=O)c2ccco2)CC1	-9%	2	2%	3%	0.4%	-13%	2%	-14%	5%	-1%	0%
CCCc1cc(=O)oc2c(C)c(OCC(=O)Nc3ccc(CN4CCOCC4)cc3)ccc12	-15%	-2	-7%	-4%	0.3%	7%	-5%	16%	5%	1%	-13%
O=c1ccc2cc([N+](=O)[O-])c(CCO)cc2o1	0%	-2	-2%	1%	0.3%	7%	3%	7%	-2%	-2%	2%
COC(=O)CNC(=O)C(NC(=O)OCc1ccccc1)C(C)C (stereo unspecified)	1%	-4	0%	-1%	0.3%	29%	2%	-33%	?	0%	2%
Nc1nc(NC(=O)c2ccc(Cl)cc2)nn1-c1ccccc1	-11%	-4	-3%	-1%	-0.1%	-6%	11%	5%	-3%	1%	4%
C[C@H](CO)N1C[C@H](C)[C@@H](CN(C)Cc2ccc(C(=O)O)cc2)Oc2c(NS(=O)(=O)c3cccs3)cccc2C1=O	6%	.	2%	-5%	-0.2%	-11%	5%	2%	5%	1%	2%
C=CCN1C(=O)c2ccccc2Sc2ccc(C(=O)NCCC)cc21	-7%	7	-1%	3%	-0.4%	-6%	-4%	-21%	-4%	3%	-4%
COCC(=O)OCC(=O)Nc1cc(C)c(C)cc1[N+](=O)[O-]	7%	10	1%	-2%	-0.1%	-6%	-2%	-2%	1%	-1%	-1%
Cc1ccsc1/C=N/Nc1nc(Cl)c(Cl)cc1Cl	-37%	0	16%	2%	-0.1%	28%	9%	6%	-4%	2%	42%[activator]
CN(C(=O)c1cccc(NC(=O)Cc2cccc(NC(=O)C3CCCN(C(=O)C4CCC4)C3)c2)c1)C1CC1 (stereo unspecified)	-1%	.	.	-3%	.	40%	.	.	-7%	.	-1%
CCN1/C(=C/c2ccc3cccc(C)c3[n+]2CC)Sc2ccccc21	-73%	.	0%	12%	-0.5%	-63%[inhibitor]	4%	?	.	3%	-11%

Sorted by the number under ASM inhibitor (highest first): three from the list above.
| compound | ASM inhibitor |
| --- | --- |
| Nc1nc(NC(=O)c2ccc(Cl)cc2)nn1-c1ccccc1 | 4% |
| C[C@H](CO)N1C[C@H](C)[C@@H](CN(C)Cc2ccc(C(=O)O)cc2)Oc2c(NS(=O)(=O)c3cccs3)cccc2C1=O | 2% |
| Cc1nc(N/N=C/c2ccccn2)sc1C | -2% |

Assay outcomes from PubChem.
